High-throughput results: PubChem BioAssay, The Scripps Research Institute Molecular Screening Center
GPR151 activ – activators of human GPR151, primary screen, cell-based, PathHunter beta-arrestin, luminescence; PathHunter beta-arrestin GPR151 cells; activation, % at 11.2 µM; 650,000 tested, 1% active; AID 1508602, 2020; in the data active means activation above about 4.9%;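 further: 0% = median of compound wells and 100% = cells with positive control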
FBW7 activator – FBW7 E3 ligase activators, primary screen, biochemical, AlphaScreen, human; F-box/WD repeat-containing protein 7 (Homo sapiens), Q969H0; AlphaScreen FBW7–phospho-cyclin E peptide binding, activator screen; normalized activity (activation), % at 26.1 µM; 650,000 tested, 0.13% active; AID 1259310, 2017; in the data active means normalized activity above about 1.9%;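 further: purified mutant Fbw7 with reduced substrate affinity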
Target sequence (Q969H0 whole entry, looked up): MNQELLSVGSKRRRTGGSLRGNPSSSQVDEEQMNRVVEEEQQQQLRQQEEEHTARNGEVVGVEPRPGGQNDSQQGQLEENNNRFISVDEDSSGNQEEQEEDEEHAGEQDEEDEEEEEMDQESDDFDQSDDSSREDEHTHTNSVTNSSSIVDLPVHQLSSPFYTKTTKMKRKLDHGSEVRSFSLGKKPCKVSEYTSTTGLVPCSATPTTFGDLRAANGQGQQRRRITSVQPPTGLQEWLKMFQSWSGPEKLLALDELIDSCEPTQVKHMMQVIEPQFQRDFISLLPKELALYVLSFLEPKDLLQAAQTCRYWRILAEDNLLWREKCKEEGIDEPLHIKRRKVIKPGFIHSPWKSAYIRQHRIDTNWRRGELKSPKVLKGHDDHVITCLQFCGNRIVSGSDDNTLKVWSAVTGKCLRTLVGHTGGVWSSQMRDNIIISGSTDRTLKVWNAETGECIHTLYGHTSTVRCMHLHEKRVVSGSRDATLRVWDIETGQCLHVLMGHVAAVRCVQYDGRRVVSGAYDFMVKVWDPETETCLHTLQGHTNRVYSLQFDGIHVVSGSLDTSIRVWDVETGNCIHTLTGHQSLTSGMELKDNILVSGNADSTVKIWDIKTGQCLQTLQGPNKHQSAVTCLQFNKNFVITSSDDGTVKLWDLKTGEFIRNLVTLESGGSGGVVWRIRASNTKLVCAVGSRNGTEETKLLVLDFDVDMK
MITF primary – MITF inhibitors, primary screen, biochemical, AlphaScreen, human | Microphthalmia-associated transcription factor (Homo sapiens), O75030 | AlphaScreen MITF homodimerization, bead proximity signal | inhibition, % at 2.6 µM | 650,000 tested, 0.91% active | AID 1259374, 2018; in the data active means inhibition above about 50%;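 further: 0% = vehicle wells with protein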
TEAD-YAP inh – TEAD-YAP interaction inhibition, primary screen, TEAD-YAP interaction inhibitor project, luminescence, HEK-TIYL cells. AID 1259422, 2018. TEAD-Gal4/YAP UAS-luciferase luminescence. 640,000 tested, 1.4% active. inhibition, % at 9.12 µM; in the data active means inhibition above about 32%;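 further: 0% = median of test compound wells and 100% = reference inhibitor wells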
Numbers without * were called inactive; & = joins results of further samples. Outcome played no part in choosing rows; 3.5% or so of the library scored in one or more.

Second line of a record: MITF primary | TEAD-YAP inh | FBW7 activator | GPR151 activ
> COc1ccc(-n2cccc2/C=C/[N+](=O)[O-])cc1
  23 | 7 | 0.0 | -0.2
> O=C(NC1c2ccccc2Oc2ccccc21)c1cc([N+](=O)[O-])cc([N+](=O)[O-])c1
  -1 | 4 | -0.1 | 2.5
> CCOC(=O)CNC(=O)CSc1nnc2c3c(C)c(C)sc3nc(C(C)C)n12
  0 | 8 | 0.0 | -0.9
> COc1cccc(CNCC2CCCO2)c1OC (centres undefined)
  4 | 0 | 0.2 | 0.6
> COc1ccc2ccccc2c1C1C(C(C)=O)=C(C)N=c2s/c(=C\c3ccc(O)cc3)c(=O)n21 (centres undefined)
  16 | -6 | 0.0 | 0.0
> O=C(Oc1cccc(NC(=O)C2CC(=O)N(c3ccccc3)C2)c1)c1cccc([N+](=O)[O-])c1 (centres undefined)
  -6 | 2 | -0.2 | 0.2
> O=C(NNC(=O)c1cc([N+](=O)[O-])ccc1N1CCOCC1)c1ccc(Br)cc1
  2 | -9 | 0.2 | -0.6
> N#Cc1cc(C#N)c(SCC(=O)c2ccccc2)nc1N
  -12 | -36 | 0.0 | 0.1
> COCCN(C1CCN(Cc2cccc(C#N)c2)CC1)S(=O)(=O)c1cccs1
  2 | -4 | 0.0 | -0.9
> COC(=O)C1=C(C)N(Cc2ccc(OC)cc2)C(=O)/C1=C\c1ccc([N+](=O)[O-])cc1
  1 | -2 | 0.0 | 0.5
> O=C1OC(c2cccc([N+](=O)[O-])c2)=N/C1=C/c1ccc(Cl)cc1
  4 | 0 | 0.8 | -1.3
> O=C(Nc1ccccc1)N1CCCC(O)C1 (centres undefined)
  4 | 1 | -0.1 | 0.4
> CSc1nc2ccc(NC(=O)c3ccccc3Br)cc2s1
  -9 | -63 | 0.0 | -1.5
> Cc1cc(C)c(C)c(S(=O)(=O)N2CCNCC2)c1C
  2 | -8 | 0.0 | -2.3
> CCOC(=O)c1cnc2cc(C(F)(F)F)ccc2c1Nc1cccc(C(F)(F)F)c1
  1 | -12 | 0.0 | 1.3
> Cc1nc(N2CCC(C(=O)NCCc3ccco3)CC2)nc2cc3c(cc12)CCC3
  -5 | -55 | -0.2 | -0.4
> Cn1c(Nc2nc(NCc3cccc(C(F)(F)F)c3)c3ncn(Cc4ccc(C(F)(F)F)cc4)c3n2)nc2ccccc21
  7 | 1 | 0.2 | 0.6
> O=C(O)CSc1nnnn1-c1ccc2c(c1)OCCO2
  1 | 6 | -0.1 | 1.3
> CN(C)CCC(Oc1ccc(S(C)(=O)=O)cc1)c1ccccc1 (centres undefined)
  24 | 4 | -0.1 | 1.7
> O=C1OC(c2cccc(Br)c2)=N/C1=C\c1ccc(Br)cc1
  9 | -2 | -0.1 | 2.0
> Cc1cc2ccccc2c(=O)n1C(=O)O
  0 | 4 | 0.1 | 2.3
> O=C(Nc1cccc(O)c1)C1CC(c2c(F)cccc2Cl)=NO1 (centres undefined)
  6 | 3 | -0.2 | 0.8
> O=C(Cc1ccccc1)NCC(=O)OCc1ccc(S(=O)(=O)Cc2ccccc2)cc1
  14 | 1 | 0.2 | 0.0
> O=C(Nc1ccc2c(c1)OCO2)c1nn(C23CC4CC(CC(C4)C2)C3)cc1[N+](=O)[O-]
  7 | -1 | -0.2 | -0.4
> Nc1nc(SCCOc2ccccc2)n[nH]1
  3 | -9 | 0.9 | -0.6
> Nc1c([N+](=O)[O-])ncn1CCO
  -1 | -10 | 0.0 | 1.1
> O=C(/C=C/c1ccccc1Cl)Nn1c(-c2ccccc2F)nc2ccccc2c1=O
  15 | 8 | -0.2 | -0.2
> CCOC(=O)C1=C(O)/C(=C\c2ccc3c(c2)OCO3)N=C1C
  -5 | -1 | 0.0 | 0.2
> COc1cc(CN2CCc3nnc(C4CCCO4)n3CC2)cc(OC)c1OC (centres undefined)
  -7 | 3 | -0.1 | -0.4
> c1cc2c(cc1-c1cnc3ccc(NC4CCOCC4)nn13)OCO2
  -28 | 54* | -0.3 | -0.2

Of the compounds above, these have a cyano group.
Second line of a record: MITF primary | TEAD-YAP inh | FBW7 activator | GPR151 activ
> N#Cc1cc(C#N)c(SCC(=O)c2ccccc2)nc1N
  -12 | -36 | 0.0 | 0.1
> COCCN(C1CCN(Cc2cccc(C#N)c2)CC1)S(=O)(=O)c1cccs1
  2 | -4 | 0.0 | -0.9

(more compounds)
Second line of a record: MITF primary | TEAD-YAP inh | FBW7 activator | GPR151 activ
> CC(C)N(CCNc1cc(N2CCc3ccccc3C2)nc(N)n1)C(C)C
  -2 | 17 | 0.3 | -1.4
> COc1ccc2nc(SCC(=O)Nc3ccc(C(C)C)cc3)n(S(=O)(=O)c3ccc(C)cc3)c2c1
  -7 | 1 | 0.0 | -0.5
> Cc1c(Cl)cccc1NC(=O)/C(=C/c1ccc2c(c1)OCO2)NC(=O)c1ccccc1Br
  11 | 13 | 0.8 | -1.7
> COc1ccc(C2(C(=O)N3CCc4nc(C)[nH]c(=O)c4C3)CC2)cc1
  4 | -8 | -0.1 | 1.6
> O=C(Nc1ccccc1F)C(=O)NC1CC1
  0 | -41 | -0.1 | -0.3
> Cc1cc(-n2c(C)cc(C=O)c2C)ccc1Br
  10 | -8 | 0.0 | 1.5
> COc1cccc(CCC(=O)Nc2ccc(-c3cn[nH]c3)cc2OC2CCN(C)CC2)c1
  -14 | -10 | -0.2 | -1.2
> COC(=O)CCCN1C(=O)NC2NC(=O)NC21 (centres undefined)
  11 | 0 | -0.4 | -0.9
> CC(=O)Nc1cccc(NC(=O)CSc2cc(C)[nH]c(=O)n2)c1
  15 | 4 | 0.8 | -1.3
> O=C1NC(=Nc2ccccc2)S/C1=C/c1cccc(Cl)c1Cl
  11 | 0 | -0.2 | 1.9
> CCCCOc1ccc(OC(=O)c2cccc(C(=O)OC)n2)cc1
  10 | 2 | -0.1 | 2.5
> O=C(CSc1nc2ncccc2[nH]1)Nc1cccc(Br)c1
  13 | -4 | -0.2 | -0.5
> CN(C)CCNC(=O)c1ccc2c(=O)n(CCCN3CCCC3=O)c(=S)[nH]c2c1
  4 | 2 | -0.2 | 0.3
> CCCc1nnc(N2C(=O)c3oc4ccc(F)cc4c(=O)c3C2c2ccccc2)s1 (centres undefined)
  14 | -4 | 0.1 | 2.6
> COC(=O)c1ccccc1NC(=O)c1noc2c1CCc1cc(OC)ccc1-2
  15 | 0 | 0.1 | -0.3
> CC(C)Sc1ccc2nnc(-c3cccnc3)n2n1
  -2 | -11 | -0.7 | -2.2
> O=C(Cn1c(=O)n(-c2ccc(F)cc2)c(=O)c2oc3ccccc3c21)NCc1ccccc1
  9 | 4 | 0.5 | 4.4
> Cc1cc(C(=O)Nc2ccc(C#N)cc2)no1
  2 | -31 | 0.0 | -0.4
> COCCOC(=O)C1=C(C)NC2=C(C(=O)CC(c3ccc(OC)c(OC)c3)C2)C1c1ccccc1OC(C)C (centres undefined)
  4 | 8 | 0.0 | 0.0
> Cc1cccc(-n2nc([N+](=O)[O-])c(=NCCC(C)C)n2O)c1
  28 | -17 | -0.5 | 1.0
> COc1ccc(C(O)C(=O)N2CCC[C@H]2C(=O)Nc2ccc3[nH]ncc3c2)cc1 (some centres undefined)
  9&0 | 3&10 | 0.1&-0.2 | -1.5&2.1
> COc1ccc(-n2nc(C(=O)NCC(=O)N3CCCCC3)c3ccccc3c2=O)c(OC)c1
  11 | 8 | 0.1 | -0.4
> Cc1cn2c(nc1=O)OCC1OC2CC1O (centres undefined)
  8 | 11 | 0.0 | 1.4
> CC1Cc2cc(/C=C3\N=C(c4cccc(F)c4)OC3=O)ccc2O1 (centres undefined)
  9 | 0 | -0.1 | -1.5
> COc1ccc2c(c1)CC(c1nc(Nc3ccncc3)c3ccccc3n1)CO2 (centres undefined)
  23 | -2 | 0.3 | -0.2
> O=C(CSc1nnnn1-c1ccccc1)c1ccc2c(c1)OCO2
  10 | -8 | 0.0 | 2.3
> CCN(CC)c1ncnc2c1c(-c1ccccc1)cn2-c1ccc(C)c(Cl)c1
  1 | 5 | 0.2 | -1.4
> CC(C)NC(=O)CSc1nc2cc3c(cc2cc1C#N)OCCO3
  -1 | 9 | -0.2 | -0.1
> COc1ccc(NC(=O)CN2C(=S)NC(C)(C)CC2C)cc1Cl (centres undefined)
  -11 | 4 | 0.1 | 1.9
> COc1nnc(-c2ccc(C)cc2)c2ccccc12
  16 | 2 | 1.2 | -1.0

Continued; it opens with the seven that closed the last part.
Second line of a record: MITF primary | TEAD-YAP inh | FBW7 activator | GPR151 activ
> CC1Cc2cc(/C=C3\N=C(c4cccc(F)c4)OC3=O)ccc2O1 (centres undefined)
  9 | 0 | -0.1 | -1.5
> COc1ccc2c(c1)CC(c1nc(Nc3ccncc3)c3ccccc3n1)CO2 (centres undefined)
  23 | -2 | 0.3 | -0.2
> O=C(CSc1nnnn1-c1ccccc1)c1ccc2c(c1)OCO2
  10 | -8 | 0.0 | 2.3
> CCN(CC)c1ncnc2c1c(-c1ccccc1)cn2-c1ccc(C)c(Cl)c1
  1 | 5 | 0.2 | -1.4
> CC(C)NC(=O)CSc1nc2cc3c(cc2cc1C#N)OCCO3
  -1 | 9 | -0.2 | -0.1
> COc1ccc(NC(=O)CN2C(=S)NC(C)(C)CC2C)cc1Cl (centres undefined)
  -11 | 4 | 0.1 | 1.9
> COc1nnc(-c2ccc(C)cc2)c2ccccc12
  16 | 2 | 1.2 | -1.0
> CN(C)S(=O)(=O)c1ccc(/C(O)=C2/C(=O)C(=O)N(CCCN3CCOCC3)C2c2cccs2)cc1 (centres undefined)
  7 | 15 | 0.1 | -1.3
> O=C(CN1C(=O)c2cccc([N+](=O)[O-])c2C1=O)Nc1ccc(Br)cc1
  -4 | 9 | -0.3 | -0.5
> C=CCOC(=O)C1=C(C)N(C)C(=O)NC1c1cc(OC)ccc1OC (centres undefined)
  10 | 2 | 0.1 | -0.5
> CC(=O)Nc1c(-c2ccc3ccccc3c2)nc2ccccn12
  -5 | -32 | -0.1 | -1.2
> COCCNC(=O)N1CCC(c2nnc(C3CC3)o2)CC1
  -3 | 1 | 0.0 | -0.9
> COc1cccc(CN2CCN(S(=O)(=O)c3cc(Cl)ccc3Cl)CC2)c1
  -7 | -2 | 0.0 | -0.5
> CCCOC(=O)c1ccc(NC(=O)c2cc3ccccc3o2)cc1
  2 | -30 | 0.2 | -1.6
> CCOC(=O)c1c(C)[nH]c(C)c1C(=O)Cn1nnc(-c2ccccc2C)n1
  9 | 2 | 0.8 | 1.0
> Cc1ccccc1Cn1c(N2CCCCC2)nc2c1c(=O)n(C)c(=O)n2C
  14 | -12 | 0.2 | 2.9
> COc1ccccc1CC1S/C(=N/N=C/c2ccco2)NC1=O (centres undefined)
  1 | 1 | -0.3 | 0.1
> CC(=O)c1ccc(NC(=O)N2CCc3nc4ncccc4cc3C2)cc1
  7 | -19 | -0.1 | 2.3
> Cn1c(SCC(=O)c2ccc(Cl)cc2)nnc1-c1cccnc1
  3 | 7 | 0.0 | 0.1
> Cc1ccc(/C(O)=C(/C(=S)NCCCN2CCOCC2)[n+]2ccccc2)cc1C
  9 | 11 | 0.2 | -1.8
> CCOc1ccc(/C=C2\N=C3CCCCCN3C2=O)cc1
  12 | -40 | 0.0 | 0.4
> CC(=O)OCC1=C(C(=O)O)N2C(=O)C(NC(=O)Cn3ncc(Cl)c3C)C2SC1 (centres undefined)
  10 | -4 | -0.2 | -0.2
> O=C1NC(=O)N(Cc2ccccc2)C(=O)/C1=C/c1ccc(-c2cccc([N+](=O)[O-])c2)o1
  9 | 16 | 0.0 | -0.5
> COC(=O)c1ccccc1NC(=O)CNS(=O)(=O)c1cc(Cl)ccc1Cl
  6 | 5 | 0.0 | 0.5
> CC1=NOC(=O)/C1=C\c1cccs1
  18 | -5 | 0.0 | 1.3
> Cc1ccc(/C=C/C2=NC(=C\C=C\c3ccccc3)/C(=O)O2)cc1
  -5 | 2 | 0.0 | 1.3
> O=C(CCNS(=O)(=O)c1ccc(Br)s1)N1CCCCC1
  -7 | 6 | 0.1 | 0.4
